D1 antagonist: blocks dopamine activation of the human D1 receptor; AID 504652; HEK293 TREx D1 cells, calcium flux, dopamine EC80; stronger effect = lower value; hit rate 3.2% among 360,000; activity change, negative = inhibition, % at 10 µM; in the data active means activity change below about -30%; further: on the % scale 0 is the no-effect control and ±100 the full control effect
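HEK293 T-REx cells expressing inducible, force-coupled D1 receptor; no-wash Ca dye, 30–90 min RT. Cmpd → 180 s read at 1 Hz → EC80 DA → 180 s read.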
RXFP1 antagonist: antagonists of human relaxin receptor RXFP1. HEK293-RXFP1, relaxin-stimulated cAMP HTRF, 30 min; stronger effect = lower value. activity change, negative = inhibition, % at 57.5 µM. hit rate 0.59% among 350,000. AID 1259400;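 active means activity change of -60% or lower, but not beyond a set lower limit; inconclusive means change between -60% and -40%, or beyond the set limit; inactive means change above -40%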; further: on the % scale 0 is the no-effect control and ±100 the full control effect
Target sequence (Q9HBX9 whole entry, looked up): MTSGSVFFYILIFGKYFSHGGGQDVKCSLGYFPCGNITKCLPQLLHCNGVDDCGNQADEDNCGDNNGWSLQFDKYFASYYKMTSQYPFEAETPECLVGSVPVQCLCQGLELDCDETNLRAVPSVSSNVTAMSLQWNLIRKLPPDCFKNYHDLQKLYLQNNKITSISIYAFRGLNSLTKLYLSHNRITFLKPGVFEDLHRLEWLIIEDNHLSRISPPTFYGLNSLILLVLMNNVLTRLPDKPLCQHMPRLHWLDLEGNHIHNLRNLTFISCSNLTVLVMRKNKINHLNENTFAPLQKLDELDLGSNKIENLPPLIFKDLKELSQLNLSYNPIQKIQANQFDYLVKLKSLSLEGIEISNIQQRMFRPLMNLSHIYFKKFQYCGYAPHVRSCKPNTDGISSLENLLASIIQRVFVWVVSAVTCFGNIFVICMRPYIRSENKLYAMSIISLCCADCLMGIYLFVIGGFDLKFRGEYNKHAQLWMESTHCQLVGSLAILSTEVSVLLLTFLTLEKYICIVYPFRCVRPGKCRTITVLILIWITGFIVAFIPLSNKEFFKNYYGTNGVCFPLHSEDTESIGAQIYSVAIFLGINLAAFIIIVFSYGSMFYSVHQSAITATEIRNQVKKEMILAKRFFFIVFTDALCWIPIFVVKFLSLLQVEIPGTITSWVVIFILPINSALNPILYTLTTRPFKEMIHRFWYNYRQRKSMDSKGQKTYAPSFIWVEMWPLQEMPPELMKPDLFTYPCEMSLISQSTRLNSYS
D1 PAM: enhances dopamine response at the human D1 receptor; AID 504651; potentiation, % at 10 µM; HEK293 TREx D1 cells, calcium flux, dopamine EC20 potentiation; hit rate 0.036% among 360,000; P21728; in the data active means potentiation above about 30%; further: 0% is about no effect
Vif-APOBEC3F blk: blocks the Vif interaction with APOBEC3F. HeLa A3F-eYFP + Vif (tagged APOBEC3F with the HIV-1 protein that degrades it), YFP fluorescence increase. Potency, µM (top dose mostly 46.1 µM), without a hit: at the highest dose activity, negative = active. hit rate 0.2% among 390,000. AID 602313; further: potency means the concentration at half of the fitted maximal effect; % of control where 0% means no effect; nearly all actives have a fitted effect of over 65% in size
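HeLa cells stably expressing Vif plus C-terminally eYFP-tagged A3F were seeded, incubated overnight at 37 deg C, dosed with compound, incubated overnight again at 37 deg C. Yellow fluorescence (Ex 488/Em 500-530) reported blocked Vif-mediated A3F-eYFP degradation.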
RXFP1 agonist: activates the human relaxin receptor RXFP1 | Q9HBX9 | HEK293T-RXFP1 cAMP TR-FRET, 30 min; response scale: percent of porcine relaxin response, buffer zero | Potency, µM (series often up to 57.5 µM), for the others: at the highest dose activation, hits mostly activators | hit rate 0.3% among 370,000; further: potency means the concentration at half of the fitted maximal effect; on the % scale 0 is the no-effect control and ±100 the full control effect; nearly all actives have a fitted effect of over 60% in size; many of its hits are not listed in these tables
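HEK293T cells stably expressing RXFP1 were pretreated with the PDE4 inhibitor Ro 20174, exposed to compounds for 30 min at 37C, lysed, and cAMP was read by TR-FRET. Data normalized to buffer (basal) and 29 nM porcine relaxin (100%).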
Vif-APOBEC3G blk: blocks the Vif interaction with human APOBEC3G. HeLa A3G-eYFP + Vif (tagged APOBEC3G with the HIV-1 protein that degrades it), YFP fluorescence, overnight. Q9HC16. hit rate 0.076% among 410,000. Potency, µM (highest dose often 46.1 µM), for inactives: top-dose activity, negative = active, hits mostly inhibitors. AID 602310;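 further: potency means the concentration at half of the fitted maximal effect; on the % scale 0 is the no-effect control and ±100 the full control effect; nearly all actives have a fitted effect of over 60% in size; hits raise eYFP signal because A3G escapes Vif-driven loss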
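Read-out is eYFP fluorescence (Ex 488/Em 500-530) from Vif-expressing HeLa A3G-eYFP cells; more signal means A3G escaped Vif-mediated degradation. Cells plated overnight, compound pinned in, incubated overnight at 37 deg C.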
D1 agonist: human D1 receptor agonism; activation, % at 2 µM; HEK293 T-REx D1 cells, calcium flux, agonist mode; P21728; hit rate 1% among 360,000; in the data active means activation above about 30%; further: 0% is about no effect
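Tetracycline-induced HEK293 TREx D1 cells, force-coupled to calcium signalling, were dye-loaded with a no-wash calcium kit. Compound was pin-added after a 10 s baseline. Fluorescence was read kinetically at 1 cycle/s for 180 s, with calcium rises flagged as agonism.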
Glioma ERSR ind: inducers of ER stress response in human glioma cells; U87-MG GRP78 promoter luciferase reporter, 16 h; Potency, µM, for the others: at the top dose activation, actives largely listed as activators; hit rate 0.02% among 420,000; further: potency means the concentration at half of the fitted maximal effect; series mostly up to about 76 µM; % of control where 0% means no effect; nearly all actives have a fitted effect of over 35% in size
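ERSR induction read as luciferase luminescence (Bright-Glo, 10 min at room temperature) in stably transfected human U87-MG glioma cells exposed to compounds for 16 h, using GRP78 as sensor.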
D2 PAM: positively modulates the human D2 dopamine receptor allosterically; P14416; HEK293 T-REx D2, calcium flux, EC20 dopamine potentiation; potentiation, % at 10 µM; hit rate 0.34% among 340,000; AID 485347;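 active means potentiation over 3 SD above the plate norm, cut at about 30% in these data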; further: 0% is about no effect
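Calcium flux readout, no-wash dye, 1 read/s. Inducible HEK293 Trex D2 line, overnight 30 C. Compound alone 180 s (agonist flags), then EC20 dopamine, another 180 s to score potentiation.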
Active calls of the source: *; ? = inconclusive; · = no result given; & = joins results of further samples. Unless noted, the call rests on the fitted dose curve; in most records, active means well fitted curve in the direction sought with a large enough effect; inconclusive means small, poorly fitted or top-dose-only effect, or another doubt; inactive means no such curve, though single readings can be large; an effect the other way counts as inactive or inconclusive. Some of the compounds tested (hit frequency here may not be typical).

SMILES	D1 antagonist	RXFP1 antagonist	D1 PAM	Vif-APOBEC3F blk	RXFP1 agonist	Vif-APOBEC3G blk	D1 agonist	Glioma ERSR ind	D2 PAM
N#Cc1ccc(C(=O)NC2CCCc3ccccc32)cc1 (stereo not drawn)	5	-3	-6	-4%	4.7%	4%	0	-1%	2
O=C(Nc1ccc(S(=O)(=O)Nc2ccccc2)cc1)N1CCCC1	2	-28	-2	-10%	-0.9%	5%	2	-3%	-8
Cc1ccc(C(=O)NCc2ccccn2)cc1Cl	-10	-2	-3	8%	1.2%	2%	1	1%	-3
O=C(Nc1cccc2cccnc12)c1ccc(Br)o1	6	-8	-1	-1%	0.3%	0%	1	1%	-3
COc1ccc(C(=O)N2CCC(c3nc4ccccc4s3)CC2)cc1Cl	-11	-21	-1	2%	1.8%	0%	6	-3%	-10
COc1ccc(C(=O)CSc2nncn2C)cc1	2	2	-6	-12%	0.1%	-1%	3	-3%	-2
Cn1c(N)c(C(=O)CSc2nnc(C3CC3)n2Cc2ccccc2)c(=O)n(C)c1=O	·	1	·	-5%	·	-4%	·	-3%	·
COc1ccc(C(=O)c2ccc([N+](=O)[O-])cc2Cl)cc1	-9	-14	-5	8%	0.0%	-8%	1	6%	-4
CN1CCN(c2ccc(NC(=O)c3cc(S(N)(=O)=O)ccc3N3CCOCC3)cc2)CC1	29	1	-2	3%	-3.3%	1%	2	-2%	5
CCN(CCO)c1cc(Cl)nc(SC)n1	9	-2	-2	-7%	-0.4%	-1%	0	-4%	9
CCC1CCCCN1Cc1ccc(N)cc1 (stereo not drawn)	-13	-1	1	1%	-0.4%	-3%	4	-4%	9
COC(=O)C1=C(N)OC2=C(C(=O)CCC2)C1c1ccccc1OC (stereo not drawn)	6	5	-7	-25%	1.4%	-4%	1	-5%	18
Cc1cc(C)nc(N2CCN(S(=O)(=O)c3ccc(F)cc3)CC2)n1	1	5	2	2%	-0.3%	0%	3	-6%	6
Cc1cc(C)cc(CN2C(=O)NC3(CCCCCC3)C2=O)c1	-5	-5	-5	10%	1.0%	-1%	8	3%	5
O=C(c1ccc(C(F)(F)F)cc1)C1CCCN(C(=O)c2cnccn2)C1 (stereo not drawn)	1	-5	5	-6%	-0.8%	2%	6	3%	3
Cc1ccccc1CS(=O)(=O)CC1(O)CCN(C(=O)c2cccc(C(F)(F)F)c2)CC1	-2	20	1	-16%	1.9%	1%	3	-4%	8
CCOC(=O)CSc1nnc(CNC(=O)c2ccccc2OC)n1-c1ccc(OC)cc1	3	-16	-2	-2%	0.2%	2%	2	5%	-5
CN1C(=O)Cc2cc(S(=O)(=O)Nc3ccc(N4CCOCC4)cc3)ccc21	-8	2	-2	-2%	0.3%	2%	3	-6%	13
Cc1csc(NC(=O)c2ccc(C(=O)Nc3nc(C)cs3)cc2)n1	-5	·	-2	·	1.8%	·	5	·	4
COc1ccccc1CNC(=O)c1ccc(Br)o1	-1	·	-2	0%	4.1%	0%	-2	-3%&-3%	-3
O=C(CSc1nccc2ccccc12)N1CCN(c2ccccn2)CC1	-3	·	4	-4%	6.5%	-8%	0	3%	-2
Fc1ccccc1COc1ccc(/C=N/n2cnnc2)cc1	-11	-7	-7	-6%	0.3%	-1%	9	5%	0
O=C(NCC(=O)N(c1cccnc1)C(C(=O)NC1CCCC1)c1cccs1)c1cccs1 (stereo not drawn)	-6	8	1	-2%	1.0%	-2%	2	-4%	8
C(#CCN1CCCC1)CC(c1ccccc1)c1ccccc1	3	?	-6	7%	0.1%	-3%	21	-8%	-12
CC1CCCCC12NC(=O)N(CC(=O)Nc1ccc(N3CCCCC3)cc1)C2=O (stereo not drawn)	-1	-13	1	-19%	-0.3%	-11%	1	-1%	16

Continuation:
SMILES	D1 antagonist	RXFP1 antagonist	D1 PAM	Vif-APOBEC3F blk	RXFP1 agonist	Vif-APOBEC3G blk	D1 agonist	Glioma ERSR ind	D2 PAM
O=C(NCc1ccc(F)c(F)c1)C1CCC(=O)N(CCc2ccccc2)C1 (stereo not drawn)	-5	-7	-1	-1%	1.1%	-5%	0	0%	8
O=c1c2oc3ccccc3c2n(Cc2ccc(F)cc2)c(=O)n1Cc1ccco1	4	-15	-3	0%	1.5%	2%	2	-4%	4
COCCSc1ccccc1C(=O)Nc1cc([N+](=O)[O-])ccc1OC	-20	9	-6	-2%	5.8%	1%	0	-1%	-1
CC1=C(C(=O)OCCOC(C)C)C(c2cccc3ccccc23)NC(=O)N1 (stereo not drawn)	·	4	·	3%	·	1%	·	-3%	·
Cn1cnnc1SCc1ccc(C(=O)NN)cc1	3	-27	-3	-1%	1.3%	0%	2	-1%	-5
CC(C)NC(=O)Nc1ccc2c(c1)C(=O)N([C@H](C)CO)C[C@H](C)[C@@H](CN(C)Cc1ccc3c(c1)OCO3)OCCCC[C@@H](C)O2	·	-8	·	-8%	·	-7%	·	-5%	·
CN(C(=O)c1cc2nc(-c3ccco3)cc(C(F)(F)F)n2n1)c1ccc(OC(F)(F)Cl)cc1	-9	·	-2	-1%	-0.1%	-3%	-1	-3%	19
O=C(COc1ccc(Br)cc1)NCCNC(=O)c1ccccn1	6	-12	0	-7%	1.1%	1%	2	-3%	-13
CCCOC1CCCN(C(=O)CCc2nnc(-c3ccc4c(c3)OCO4)o2)C1 (stereo not drawn)	-15	-14	3	7%	2.4%	0%	1	2%	4
OC(CNCCN1CCNCC1)Cc1ccccc1 (stereo not drawn)	·	-11	·	-17%	·	2%	·	-5%	·
O=C(Cn1cc(C(=O)c2ccco2)c2ccccc21)Nc1ccccc1	-10&2	-25&3	-8&-4	3%&-5%	1.2%&2.4%	2%&7%	6&2	1%&4%	2&-4
COc1cccc(C2NC(=O)CCC2[N+](=O)[O-])c1OC (stereo not drawn)	4	12	-5	5%	2.4%	1%	3	0%	-19
S=C(NCc1cccnc1)Nc1ccc2c(c1)OCO2	18	2	4	1%	1.8%	2%	2	0%	3
COc1ccc(NC(=O)c2cccs2)cc1	-9	-5	-6	-9%	1.0%	1%	2	-2%	0
COc1ccc(N2CCN(C(=O)CCS(=O)(=O)c3cc(Br)cc4c3N(C(=O)C3CC3)CC4)CC2)cc1	-4	-7	-1	3%	-5.3%	5%	0	-3%	-5
CCOC(=O)c1ccc(Nc2nnc(C)c3ccccc23)cc1	0	11	-9	-2%	?	-1%	1	?	-5
Cc1c(Cl)cccc1NC(=O)c1ccc2c(c1)nnn2C1CCCC1	-30	·	-1	-8%	0.9%	?	2	-3%	-2
CCc1cccc(NC(=O)C2CCN(S(=O)(=O)c3c(C)noc3C)CC2)c1	12	24	1	-8%	3.6%	-1%	2	-3%	-6
COc1ccc(C)cc1NC(=O)c1oc2ccc(S(=O)(=O)N(C)C3CCCCC3)cc2c1C	-11	-4	2	-2%	2.7%	-1%	0	-3%	-17
CN(C(=O)C1CCN(S(=O)(=O)c2ccccc2[N+](=O)[O-])CC1)C1CCCCC1	·	-2	·	0%	·	1%	·	-3%	·
O=C(COC(=O)C1(c2ccccc2)CCCC1)N1CCNC1=O	-16	11	0	5%	0.4%	0%	1	-3%	2
COc1ccc(CCNC(=O)Cc2ccc(OCc3ccccc3)c(OC)c2[N+](=O)[O-])cc1OCc1ccccc1	-2	·	-2	3%	0.5%	2%	10	2%	1
CCOc1cccc(/C=N/NC(=O)C2CCCC2)c1O	0	-11	2	?	-1.5%	-6%	1	?	-3
Cc1ccc2sc(N(CCN(C)C)C(=O)c3ccc(S(=O)(=O)N4CC(C)OC(C)C4)cc3)nc2c1C (stereo not drawn)	1	-8	-1	2%	-0.8%	0%	12	2%	-15
C=C(C)CSc1nnc(-c2cc(OC)c(OC)c(OC)c2)n1N	5	11	-5	5%	4.9%	2%	8	-2%	-9

Other compounds:
SMILES	D1 antagonist	RXFP1 antagonist	D1 PAM	Vif-APOBEC3F blk	RXFP1 agonist	Vif-APOBEC3G blk	D1 agonist	Glioma ERSR ind	D2 PAM
CCOc1ccccc1NC(=O)CCc1nnc2ccc(N3CCC4(CC3)OCCO4)nn12	-12	6	-3	-3%	-2.5%	3%	3	-2%	-6
O=C(COC(=O)CCc1nc2ccccc2c(=O)[nH]1)Nc1c(Cl)cccc1C(F)(F)F	5	2	-2	1%	1.8%	-1%	0	-3%	6
Cc1cc(NS(=O)(=O)c2ccc(NC(=S)NC(=O)c3cccc(S(=O)(=O)N(C)C)c3)cc2)no1	-6	4	-3	16%	-0.1%	1%	3	-3%	10
CC(=O)c1cccc(N2C(=NC(=O)COc3ccccc3)SC3CS(=O)(=O)CC32)c1 (stereo not drawn)	2	12	1	8%	-2.2%	1%	5	10%	-4
Fc1cccc(NC(=S)NCCN2CCOCC2)c1	17	1	-2	-6%	0.0%	0%	3	-2%	-5
Nc1nc(SCC(=O)N2CCCCCC2)[nH]c(=O)c1NC(=O)c1ccco1	-7	-6	-1	2%	-0.1%	2%	1	-4%	·
CN(C(=S)NC(=O)C1(C)CC1(Cl)Cl)c1ccccc1 (stereo not drawn)	-29	6	-10	2%	-0.3%	0%	2	-3%	-8
COc1cccc(CNC(=O)CN2C(=O)COc3ccc(S(=O)(=O)N4CCC(C)CC4)cc32)c1	-2	29	-9	1%	5.6%	2%	3	-4%	-6
CC(=O)c1cccc(NC(=O)c2ccc3ccccc3c2)c1	-10	-3	-20	0%	0.8%	-1%	0	0%	-3
COc1ccc(-n2nnnc2SCC(=O)c2cc3ccccc3o2)cc1	2	6	-7	-4%	7.7%	-9%	7	-3%	-6
CCCC(=O)Nc1cccn(Cc2ccccc2Br)c1=O	-2	-9	0	-10%	-0.9%	-3%	1	0%	1
COc1ccc(N2CCN(C(=O)CCC(=O)N3CCOc4ccc(Cl)cc43)CC2)cc1	-4	2	-7	-8%	2.3%	7%	1	0%	12
Cc1c(/C=N/n2cnnc2)c2ccccc2n1CCOc1ccc(Cl)cc1	-2	-14	-3	8%	-0.4%	-1%	2	-3%	2
CN1C/C(=C/c2ccncc2)C(=O)/C(=C/c2ccncc2)C1	7	-30	-5	?	0.7%	4%	2	-1%	4

High-throughput results deposited in PubChem BioAssay by National Center for Advancing Translational Sciences (NCATS).
